# Cneo AK release: causes C. neoformans cell lysis. adenylate kinase release luminescence, 4 h; normalised: neutral wells 0, clomiphene wells 100. lysis activity, % at 15 µM. hit rate 0.2% among 360,000. AID 651654;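 active means mean lysis activity across replicates of at least 80%, whatever share of replicates individually reach that level; inactive means mean lysis activity below 80%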
#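 Assay system: C. neoformans cells. Amount: yeast cell density of 5 × 10^6 cells/mL. Technique: AK luminescence. Buffer or medium: YPD. Times: static 4 h at 37 °C with compound, 1 h detection. Dosing: single-point compound dose. Read-out: lysis from increased AK signal.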
# esBAF inh: blocks esBAF chromatin remodeling in mouse ES cells; Bmi1-luciferase knock-in reporter, 24 h; 100% = twice the neutral-well signal; hit rate 2% among 350,000; reporter increase, % at 12.5 µM; in the data active means activation above about 40%; inconclusive means no clear call, values can overlap the other calls;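 further: 0% = median of the plate's neutral control wells and 100% = double that signal; a rise in the Bmi1 reporter signal indicates esBAF inhibition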
# ARNT-TACC3 inh: ARNT/TACC3 interaction disruption; AlphaScreen His-ARNT PAS-B/GST-TACC3 binding, luminescence; TACC3 fragment carries E629A point mutation; inhibition, % at 9.99 µM; hit rate 0.66% among 390,000;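 active means mean inhibition of replicates at least 50% and at least half of replicates each reaching 50%; inconclusive means half or more replicates reach 50% but mean below 50%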;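 further: 0% = complete ARNT plus TACC3 wells and 100% = ARNT alone without TACC3; many hits fall short of the cut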
# SIRT5 inh: sirtuin-5 (human) deacylase inhibition; Q9NXA8; Purified SirT5, succinyl-peptide AMC, trypsin-coupled fluorescence; inhibition, % at 15 µM; hit rate 1.1% among 330,000; AID 652115; in the data active means inhibition above about 15%; inconclusive means no clear call, values can overlap the other calls
# Target sequence (Q9NXA8 whole entry, looked up): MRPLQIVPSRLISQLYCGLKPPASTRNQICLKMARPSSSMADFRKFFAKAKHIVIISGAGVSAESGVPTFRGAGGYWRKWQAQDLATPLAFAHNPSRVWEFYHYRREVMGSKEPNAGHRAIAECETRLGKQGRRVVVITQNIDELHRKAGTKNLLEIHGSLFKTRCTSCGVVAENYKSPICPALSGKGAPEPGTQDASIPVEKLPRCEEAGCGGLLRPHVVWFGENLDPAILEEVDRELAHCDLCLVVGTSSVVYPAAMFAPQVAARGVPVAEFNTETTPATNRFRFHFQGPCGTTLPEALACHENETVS
# Statin myotox sup: suppressors of simvastatin-induced myotoxicity in C2C12 myotubes. rescue of ATP level, % at 7.49 µM. hit rate 0.78% among 330,000. ATP luminescence, 48 h; scaled: DMSO 0, geranylgeraniol control 100. AID 602340;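 active means mean ATP rescue above about 67%, or every replicate alone reaching that limit, limit read from the data, passing the limit was not always enough; inconclusive means no clear call, values can overlap the other calls; inactive means mean under the limit and some replicate under it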;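 further: myotubes were challenged with 10 µM simvastatin during compound exposure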
# miR-122 sensor: inhibitors of miR-122 in Huh7 cells; Huh7 miR-122 Renilla luciferase sensor, 48 h; neutral wells = 0, positive control = 100; activation (reporter increase), % at 12.5 µM; hit rate 0.3% among 340,000; AID 602342;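 active means mean replicate activation score at least 90 and every replicate individually at or above 90; inconclusive means only one of the two criteria met; inactive means neither criterion met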;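 further: higher luciferase means less miR-122 activity so hits act as miR-122 inhibitors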
# ERp5 inh: blocks human ERp5 reductase activity on insulin; Q15084; ERp5 insulin aggregation, absorbance 650 nm, 90 min; inhibition, % at 9.99 µM; hit rate 0.05% among 350,000;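 active means mean replicate inhibition above about 25%, with every replicate also reaching it, limit read from the data, passing the limit was not always enough; inconclusive means only one of those two criteria met; inactive means neither criterion met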
# Target sequence (Q15084 whole entry, looked up): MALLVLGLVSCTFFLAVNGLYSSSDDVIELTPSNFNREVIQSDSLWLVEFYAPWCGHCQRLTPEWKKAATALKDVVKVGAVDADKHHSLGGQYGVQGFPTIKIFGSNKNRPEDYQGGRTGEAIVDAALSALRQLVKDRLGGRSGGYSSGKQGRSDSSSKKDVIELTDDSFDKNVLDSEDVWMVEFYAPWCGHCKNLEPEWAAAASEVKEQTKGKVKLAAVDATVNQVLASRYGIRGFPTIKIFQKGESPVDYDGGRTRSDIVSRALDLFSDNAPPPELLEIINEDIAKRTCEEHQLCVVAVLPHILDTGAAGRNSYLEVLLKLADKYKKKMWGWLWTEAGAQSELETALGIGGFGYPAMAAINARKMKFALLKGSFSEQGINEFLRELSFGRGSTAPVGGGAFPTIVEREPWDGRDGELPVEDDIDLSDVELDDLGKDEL
# Starred values were filed as active, the others as inactive; ? = inconclusive; / = no result given; & = joins results of further samples; [ ] = remark or other dose.
SMILES,Cneo AK release,esBAF inh,ARNT-TACC3 inh,SIRT5 inh,Statin myotox sup,miR-122 sensor,ERp5 inh
Cc1ccc(S(=O)(=O)Nc2ccc3c(c2)C(=O)N([C@@H](C)CO)C[C@H](C)[C@@H](CN(C)C(=O)CCC(F)(F)F)OCCCC[C@@H](C)O3)cc1,-4,1,3,8,/,25[16.7 µM],5
CCN1C(=NCC(C)C)N[C@@H](c2cccc(C(F)(F)F)c2)C(C(=O)OC)=C1C,4,2,0,-6,-22,-19,2
CCC(=O)Nc1cccc(C2=NOC3(C2)C[C@@H](C(N)=O)N(C(=O)C2(C)CC2)C3)c1 (stereo partly specified),-5,2,1,1,17,-1,-5
Cc1ccc(/C=N/N2CCN(c3ccccc3)CC2)cc1,/,/,-29,-3,/,/,0
NC(=O)COC(=O)c1c2c(nc3ccccc13)CCC2,/,/,-1,-1,/,/,?
O=C(COc1ccc(Cl)cc1Cl)NCCC1=CCCCC1,-1,/,/,-6,/,4,11
COC(=O)C[C@@H]1C[C@H]2c3cc(NC(=O)Nc4ccccc4F)ccc3O[C@H]2[C@H](CO)O1,-6&2,7&2,/,10&2,4&-1,-2,3&-5
C=CCNc1nnc(SCC(=O)N2CCCCC2)c2ccccc12,7,4,11,/,8,-2,/
Cc1nc(CN(C)C(=O)c2ccccc2OC2CCN(S(C)(=O)=O)CC2)cs1,1,/,-3,-1,/,/,-1
OC1(c2cccs2)CN(c2ccc(Br)cc2)C2=[N+]1CCCS2 (stereo unspecified),2,/,-2,4,/,-3,-7
Cc1ccccc1-c1ncc(CN2CCC(CO)(CCCc3ccccc3)CC2)cn1,/,/,6,-1,/,/,-1
COc1ccc(/C=N/NC(=O)c2ccn[nH]2)cc1COc1ccc([N+](=O)[O-])c(C)c1,-1,/,/,1,/,-3,8
CCCc1cc(C(=O)Nc2cc(C)ccc2O)no1,0,57*,4,-20,15,2,1
O=C(c1ccccc1F)N1CC[C@@H]2[C@H](CO)Nc3ccc(Br)cc3[C@@H]21,0,3,-2,9,-8,33[16.7 µM],-3
CCO/N=C/C1=C(O)C(C(=O)OC)C(C)(C)CC1=O (stereo unspecified),/,/,-3,-1,/,/,3
O=S(=O)(NC1CCC(NS(=O)(=O)c2c(F)cccc2F)CC1)c1ccc2c(c1)OCCO2 (stereo unspecified),0,-2,-5,/,13,1,0
C[C@@H]1CCCCO[C@@H](CN(C)S(=O)(=O)c2ccc(F)cc2)[C@@H](C)CN([C@H](C)CO)C(=O)c2cc(NS(=O)(=O)c3ccc(Cl)cc3)ccc2O1,-6,-1,4,14,/,7[16.7 µM],-2
CCOC(=O)C1=C(O)/C(=C\c2cc(C)n(-c3ccccc3F)c2C)N=C1C,1,-8,9,1,2,4,-3
Cc1cc(C)nc(NC(=O)/C=C/c2ccc3c(c2)OCO3)c1,0,48*,-9,/,0,-6,/
COCC(=O)Nc1ccc2c(c1)OC[C@@H](C)N(C(=O)c1cnccn1)C[C@H](C)[C@@H](OC)CN(C)C2=O,-4,-6,-8,4,7,/,-6
COc1ccc(N2CCN(C(=O)c3ccccc3N(C)S(=O)(=O)c3ccc(C)cc3)CC2)cc1,0,-3,11,-1,-1,17,0
CCCCNC(=O)CCC(=O)N1CCN(C(c2ccccc2)c2ccccc2)CC1,0,1,49*,4,1,-4,4
C#Cc1ccc([C@H]2C=C(C(=O)N3CCN(Cc4ccc5c(c4)OCO5)CC3)O[C@@H](OCc3ccc(CO)cc3)C2)cc1,7&2,3,14&3,-1,10,/,2&-1
CC(C)Oc1ccc(C(=O)NC(Cc2c[nH]c3ccccc23)C(=O)NN)cc1 (stereo unspecified),3,13,-3,2,-2,-2,0
NC(=O)c1ccccc1O,2,-1,-2,2,8,0,1
C[C@@H]1CN([C@H](C)CO)C(=O)c2cc(NC(=O)Nc3ccccc3)ccc2O[C@H]1CN(C)S(=O)(=O)c1cccs1,-3,4,-3,3,-63,9[16.7 µM],1
Cc1ccc(C(O)c2ncc(-c3ccccc3Cl)[nH]2)cc1F (stereo unspecified),0,3,/,2,7,28,-3
CC(=O)Nc1ccc2c(c1)C(=O)N(C)[C@@H]1CC[C@@H](CC(=O)N3CCc4ccccc4C3)O[C@@H]1CO2,-1,0,9,/,26,-4[16.7 µM],/
COc1ccc(S(=O)(=O)N(C)[C@H]2C[C@H]3c4cc(-c5ccccc5)ccc4CCN3C(=O)[C@H]2[C@H](C)O)cc1,0,7,/,-2,-14,2,0
Cc1c(C(=O)N2CC(C)OC(C)C2)[nH]c2ccc(Br)cc12 (stereo unspecified),0,3,2,-5,-3,41,7
CC1=NN(c2ccccc2)C(=O)C1=Cc1ccccc1,0,-5,/,-2,2,1,8
O=C(OCC(=O)N(Cc1ccccc1)C1CCS(=O)(=O)C1)c1cc2c(s1)CCCC2 (stereo unspecified),/,/,-2,-3,/,/,-8
CO[C@H]1CN(C)C(=O)c2cc(NS(=O)(=O)c3ccccc3F)ccc2OC[C@H](C)NC[C@H]1C,-1,0,-4,2,0,5[16.7 µM],-17
COC(=O)C(N)CCCCN (stereo unspecified),0,-4,0,/,1,13,7
COc1ccc(-c2csc(NC(=O)CCNC(=O)c3ccco3)n2)cc1,14,8,/,-3,9,-3,2
CC(=O)NC(=O)Nc1sc(=S)n(C)c1C,-1,-2,1,/,-7,5,/

# Molecules listed so far with two or more sulfur atoms:
SMILES,Cneo AK release,esBAF inh,ARNT-TACC3 inh,SIRT5 inh,Statin myotox sup,miR-122 sensor,ERp5 inh
Cc1nc(CN(C)C(=O)c2ccccc2OC2CCN(S(C)(=O)=O)CC2)cs1,1,/,-3,-1,/,/,-1
OC1(c2cccs2)CN(c2ccc(Br)cc2)C2=[N+]1CCCS2 (stereo unspecified),2,/,-2,4,/,-3,-7
O=S(=O)(NC1CCC(NS(=O)(=O)c2c(F)cccc2F)CC1)c1ccc2c(c1)OCCO2 (stereo unspecified),0,-2,-5,/,13,1,0
C[C@@H]1CCCCO[C@@H](CN(C)S(=O)(=O)c2ccc(F)cc2)[C@@H](C)CN([C@H](C)CO)C(=O)c2cc(NS(=O)(=O)c3ccc(Cl)cc3)ccc2O1,-6,-1,4,14,/,7[16.7 µM],-2
C[C@@H]1CN([C@H](C)CO)C(=O)c2cc(NC(=O)Nc3ccccc3)ccc2O[C@H]1CN(C)S(=O)(=O)c1cccs1,-3,4,-3,3,-63,9[16.7 µM],1
O=C(OCC(=O)N(Cc1ccccc1)C1CCS(=O)(=O)C1)c1cc2c(s1)CCCC2 (stereo unspecified),/,/,-2,-3,/,/,-8
CC(=O)NC(=O)Nc1sc(=S)n(C)c1C,-1,-2,1,/,-7,5,/

# Additional results:
SMILES,Cneo AK release,esBAF inh,ARNT-TACC3 inh,SIRT5 inh,Statin myotox sup,miR-122 sensor,ERp5 inh
O=C(NCc1ccc(F)cc1)c1cc(C2CCCCN2C(=O)c2ccc3c(c2)CCO3)on1 (stereo unspecified),-1,5,/,/,6,0,3
O=C(CCC(=O)N1CCN(S(=O)(=O)c2ccc(Cl)cc2)CC1)Nc1cccc(Br)c1,1,-8,-7,/,72*,-1,0
NC(=O)[C@H]1CC2(CC(c3cccc(NC(=O)CC(c4ccccc4)c4ccccc4)c3)=NO2)CN1C(=O)C(c1ccccc1)c1ccccc1 (stereo partly specified),0,-2,-4,/,-11,-26,0
CC(C)CN(C(=O)COc1cccc(-n2cnnn2)c1)C1CCS(=O)(=O)C1 (stereo unspecified),-3,-1,1,-6,6,-4,4
CC(C)(C)[C@H]1C=C(C(=O)Nc2ccccc2)O[C@@H](OCCCCO)C1,-3&-1,-29,3&-4,-3,-2,12,-3
COC(=O)c1c(NC(=O)c2ccc(C)cc2)sc(Cc2ccccc2)c1C,1,-5,5,/,-11,0,/
O=[N+]([O-])c1cc([N+](=O)[O-])c(Oc2cc(F)cc(F)c2F)cc1NN1CCCCC1,-2,3,-9,/,-13,1,-2
Cc1ccc(NC(=O)CCSc2nnc(C)s2)cc1,1,1,-3,/,-75,-2,/
O=C(C[C@H]1CC[C@H]2[C@@H](COC[C@@H](O)CN2Cc2ccc(Cl)cc2)O1)NCc1cccc(F)c1,2,-3,-1,3,-1,4[16.7 µM],1
Cc1csc(NC(=O)CN2C(=O)c3ccccc3S2(=O)=O)n1,1,-11,-3,-2,5,/,-1
CC(C)c1cn(CC[C@H]2CC[C@H](NC(=O)C3CCCCC3)[C@H](CO)O2)nn1,-1,10,-10,3,6,/,0
Oc1nc(Nc2ccccc2)sc1/C=C1\C=Nc2ccccc21,-4,61*,-4,-2,-9,8,-2
C/C(N)=C(/C#N)C(=O)COC(=O)CNS(=O)(=O)c1ccc2ccccc2c1,/,/,-11,0,/,/,4
N#C/C(=C\c1ccc(O)c(O)c1)C(=O)Nc1ccccc1,-4,?,1,5,0,/,-8
CC(=O)Nc1ccc(S(=O)(=O)N2CCNC(=O)CC2)cc1,-1,-1,-5,/,19,2,/
COc1ccc(NC(=O)N2C[C@H](O)COC[C@@H]3O[C@@H](CC(=O)NC4Cc5ccccc5C4)CC[C@H]32)cc1,-5,-4,0,0,9,-6[16.7 µM],6
CSc1nc(C)c2c(n1)N(c1ccc(C(F)(F)F)cc1)CC2,3,-13,-9,/,/,5,/
O=C(NCCCN1CCOCC1)c1ccc2nc(Cc3cccc(Cl)c3)oc2c1,5,-4,-3,-4,5,-6,6
Cc1cc(S(=O)(=O)N(Cc2ccc(C(C)(C)C)cc2)Cc2cccs2)ccc1-n1cnnn1,9,8,-20,/,4,49,/
CC1=CCC2C(=O)N(c3ccccc3OC(=O)c3ccccc3F)C(=O)C2C1 (stereo unspecified),0,/,-1,-3,/,7,1
COc1ccc(NC(=O)CN(C)C(=O)CN2C(=O)NC3(CCCCC3)C2=O)cc1,0,-5,4,2,-2,-4,3
COC(=O)C(CC(C)C)NC(=O)c1cccs1 (stereo unspecified),-3,-1,5,-3,3,-3,-3
COCC(=O)N1C[C@@H](C)[C@H](OC)CN(C)C(=O)c2cc(NC(=O)Nc3ccccc3)ccc2OC[C@@H]1C,3,2,2,-2,-4,-1[16.7 µM],-1
O=C(NCc1cccnc1)/C(=C/c1ccc(-c2ccc(Cl)cc2)o1)S(=O)(=O)c1ccccc1,2,-9,7,-1,23,/,-6
O=C(Nc1cccc2ncccc12)c1ccc(Cl)cc1,2,0,16,1,12,10,3
CC(C)COC(=O)c1cccc2c1-c1ccccc1/C2=N\O,3,2,3,/,20,-8,/
COCCNC(=O)c1cc2c(c(-c3cccc(C4=CCCC4)c3)n1)[C@H](CCO)N([S@@](=O)C(C)(C)C)C2,-11,2,32,/,2,/,-1
CC(C)CC(=O)c1c[nH]c(C(=O)NCCCN2CCOCC2)c1,0,/,20,/,/,0,/
O=C(N=Nc1c(O)[nH]c2ccccc12)c1cccc(S(=O)(=O)N2CCCCC2)c1,/,/,-7,-2,/,/,1
CC(=O)Nc1csc2ccccc12,/,/,-6,-2,/,-1,-1
CCCC(=O)Nc1ccc2c(c1)C(=O)N(C)[C@@H]1CC[C@H](CC(=O)NCC3CCCCC3)O[C@H]1CO2,57,-5,-8,3,0,-2[16.7 µM],1
CCc1cccc(NC(=O)c2cc(S(=O)(=O)N3CCCCC3)ccc2N2CCOCC2)c1,3,-1,/,/,-3,-4,2
O=C(O)/C=C/C(=O)N1CCN(c2ccccc2F)CC1,1,-4,-2,-6,8,2,-9
CCc1ccccc1NC(=S)Nc1cc(OC)c(NC(=O)C(C)C)cc1OC,11,-3,19,3,2,31,2
COc1cc2ccnc(C=NO)c2cc1OC,-10,-15,/,/,18,-6,2
O=C(O)c1ccc(CSCc2ccccc2Cl)o1,-3,4,-12,-3,0,6,-1
C[C@H]1CN([C@@H](C)CO)C(=O)c2cc(-c3ccccc3F)cnc2O[C@@H]1CN(C)C(=O)c1ccccn1,0,-1,-5,0,11,-1[16.7 µM],4
COCCCN(C(=O)c1cc(Cl)nc2ccccc12)c1c(N)n(Cc2ccccc2)c(=O)[nH]c1=O,2,4,-5,0,-1,-3,7
C[C@H](CO)N1C[C@H](C)[C@H](CN(C)CC2CC2)Oc2cc(C#Cc3ccccn3)ccc2S1(=O)=O,0,1,-3,3,19,1[16.7 µM],-10
COCCNC(=O)CCCCCNS(=O)(=O)c1ccc(C)cc1,1,1,-7,-9,0,-3,0
